ZTA counter – ZTA (EBV) inhibition in EBNA-1 counter-screen | P03206 | ZTA-DNA binding, fluorescence polarization | inhibition, % at 11 µM | actives 0.15% (n = 320,000) | AID 2234; in the data active means inhibition above about 33%
Target sequence (P03206 whole entry, looked up): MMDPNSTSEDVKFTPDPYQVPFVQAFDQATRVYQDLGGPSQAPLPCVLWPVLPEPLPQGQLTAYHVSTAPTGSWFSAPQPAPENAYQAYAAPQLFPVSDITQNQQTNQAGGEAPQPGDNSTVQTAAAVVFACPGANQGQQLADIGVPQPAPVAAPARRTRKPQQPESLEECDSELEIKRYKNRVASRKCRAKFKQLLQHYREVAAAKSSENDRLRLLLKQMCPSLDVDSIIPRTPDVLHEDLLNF
HCV core dimer – blocks dimerization of HCV core protein | TR-FRET GST/Flag-core106 dimerization, 1536-well | inhibition, % at 5 µM | actives 0.33% (n = 300,000) | AID 1899;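 active means inhibition above the mean of all tested compounds plus 3 SD, set per screening campaign, cut at about 45% in these data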
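test system = GST/Flag-tagged HCV core106 proteins | probe or stimulus = Eu donor and XL665 acceptor anti-tag antibodies | times = compound-protein-antibody incubation 4 h at 22.5 °C | signal = TR-FRET, excitation 340 nm, emission 617 and 671 nm | measure = percent inhibition of core106 dimerization signal | controls = wells lacking GST-core106 and wells with excess unlabelled core106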
PP1 counter – counter-screen for PP5 inhibitors: inhibitors of human PP1-alpha | P62136 | purified PP1alpha, OMFP fluorescence | inhibition, % at 6.7 µM | actives 0.9% (n = 320,000);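 active means inhibition above the mean inhibition of all tested compounds plus 3 SD, computed separately for each screening campaign, cut at about 15% in these data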
Target sequence (P62136 whole entry, looked up): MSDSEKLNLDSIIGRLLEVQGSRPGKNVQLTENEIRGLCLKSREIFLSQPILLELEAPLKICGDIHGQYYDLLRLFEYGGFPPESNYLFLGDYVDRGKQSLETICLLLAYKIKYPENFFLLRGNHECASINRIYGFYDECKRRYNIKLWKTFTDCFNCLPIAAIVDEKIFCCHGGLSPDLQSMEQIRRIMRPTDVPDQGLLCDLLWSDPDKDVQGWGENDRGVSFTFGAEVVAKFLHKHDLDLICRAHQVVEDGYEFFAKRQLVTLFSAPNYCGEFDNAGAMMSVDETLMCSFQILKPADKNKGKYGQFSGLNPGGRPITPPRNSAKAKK
CR mimetic SO – lowers age-related superoxide in aged yeast cells. S. cerevisiae aged cells, superoxide DHE fluorescence; active compounds read low. superoxide response (% of plate mean), % at 10 µM. actives 0.18% (n = 330,000). AID 2690;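 active means superoxide response under a set limit, about three screen SD below normal, cut at about 65% in these data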;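 further: yeast aged for seven days with compound at 30 °C before DHE staining; 100% = average MFI of all compound-treated wells on the plate with controls excluded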
EBNA-1 inh – blocks EBNA-1 binding to DNA; EBNA-1 DNA binding, fluorescence polarization; inhibition, % at 14.8 µM; actives 0.34% (n = 300,000); AID 1950; in the data active means inhibition above about 28%
TPT1 inhibitor – inhibitors of Candida albicans tRNA 2'-phosphotransferase TPT1; inhibition, % at 5 µM; recombinant caTPT1, FP RNA substrate dephosphorylation; AID 1962; actives 0.81% (n = 300,000);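 active means inhibition above the mean of all tested compounds plus 3 SD, set per screening campaign, cut at about 24% in these data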;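 further: plate controls were DMSO alone for no effect and ferristatin control at 100 nM for full effect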
PP5 primary – PP5 (human) phosphatase inhibition. inhibition, % at 6.7 µM. purified PP5c, OMFP substrate fluorescence. actives 0.18% (n = 320,000);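 active means inhibition above the campaign's mean inhibition across all tested compounds plus 3 SD, cut at about 9.5% in these data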;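 further: 0% = DMSO only and 100% = 100 µM cantharidin control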
Target sequence (P53041 whole entry, looked up): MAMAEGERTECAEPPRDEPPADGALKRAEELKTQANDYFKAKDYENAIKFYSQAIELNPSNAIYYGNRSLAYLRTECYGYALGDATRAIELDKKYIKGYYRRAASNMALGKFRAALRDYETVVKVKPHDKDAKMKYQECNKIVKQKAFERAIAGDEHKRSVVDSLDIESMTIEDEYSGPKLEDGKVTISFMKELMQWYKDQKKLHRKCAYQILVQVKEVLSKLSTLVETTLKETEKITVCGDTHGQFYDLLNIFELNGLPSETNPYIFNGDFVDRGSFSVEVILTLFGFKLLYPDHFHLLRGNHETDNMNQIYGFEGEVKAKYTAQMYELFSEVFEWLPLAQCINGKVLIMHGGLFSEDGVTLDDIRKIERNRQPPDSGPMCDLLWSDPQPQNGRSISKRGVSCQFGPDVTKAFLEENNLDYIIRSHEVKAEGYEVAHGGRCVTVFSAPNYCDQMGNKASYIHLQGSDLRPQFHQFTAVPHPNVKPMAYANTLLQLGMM
JMJD2C inh – blocks human GASC-1 demethylase activity; Q9H3R0; GST-JMJD2C(1-420) H3K9me3 demethylation, DELFIA europium; actives 0.069% (n = 330,000); AID 2099; inhibition, % at 2.35 µM;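 active means more than half of a compound's replicate wells show inhibition beyond 50%, single wells judged on their own value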;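 further: signal counts dimethyl H3K9 product captured on neutravidin plate; 0% = median of DMSO wells and 100% = 0.3 times that DMSO median; strong numbers were not always called active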
CTSL1 counter – blocks F. hepatica cathepsin L1 in PFM18AAP counter-screen | recombinant F. hepatica cathepsin L1, Z-Leu-Arg-MCA fluorescence | inhibition, % at 5.96 µM | actives 0.49% (n = 300,000) | AID 1906;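 active means inhibition above the mean of all tested compounds plus 3 SD, set per screening campaign, cut at about 17% in these data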;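 further: 0% = plate median of test compound wells and 100% = 1 µM Z-Phe-Ala-diazomethylketone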
* hit, by the source's call; x = no result given.

SMILES | ZTA counter | HCV core dimer | PP1 counter | CR mimetic SO | EBNA-1 inh | TPT1 inhibitor | PP5 primary | JMJD2C inh | CTSL1 counter
CCCC1=C(C(=O)OCC)C(c2ccc(OC)c(CSc3ccccn3)c2)C(C#N)=C(N)O1 (stereo not drawn) | -13 | 7 | 2 | 88 | 17 | -3 | 2.8 | -3 | -7
CCOC(=O)c1cncc(NC(=O)c2ccccc2)c1 | -3 | 1 | -1 | 87 | 11 | 4 | 2.4 | -4 | -2
Cc1cc2cc(C(=O)N3CCc4c([nH]c5ccccc45)C3c3ccccn3)ccc2o1 (stereo not drawn) | 6 | 5 | -2 | 109 | -7 | -1 | 4.0 | -1 | 5
O=c1oc2cc(O)ccc2c2ccccc12 | 15 | 32 | -5 | 89 | 6 | 2 | 4.4 | -5 | 2
O=C(/C=C/c1ccc(Cl)cc1)NCc1cccs1 | 6 | -2 | -1 | 70 | -1 | 2 | -0.2 | -2 | 1
COC(=O)CC1COc2ccccc2N1C(=O)c1cccc(Cl)c1 (stereo not drawn) | -6 | 2 | -3 | 96 | 2 | -2 | 1.0 | 0 | -2
COc1ccc2c(C(=O)c3ccc(C)cc3)n(CCC(N)=O)[n+]([O-])c2c1 | 5 | -5 | -3 | 91 | -4 | -1 | 0.7 | -1 | 3
CCOc1ncccc1C(=O)NNC(=O)c1ccccc1-n1cccc1 | 6 | -3 | -1 | 101 | 3 | 1 | 2.7 | 8 | 0
CC12CN(C(=O)c3ccco3)CC(c3ccccc3)(CN(C(=O)c3ccco3)C1)C2=O | -12 | 3 | -3 | 107 | -4 | 1 | 4.3 | 7 | 1
FC(F)Oc1ccc(C2N=C(c3ccccc3)NO2)cc1 (stereo not drawn) | -2 | 1 | 0 | 100 | -2 | 3 | 2.0 | 7 | -1

In another format: entries from further up.
Cc1cc2cc(C(=O)N3CCc4c([nH]c5ccccc45)C3c3ccccn3)ccc2o1 (stereo not drawn)
  ZTA counter: 6 | HCV core dimer: 5 | PP1 counter: -2 | CR mimetic SO: 109 | EBNA-1 inh: -7 | TPT1 inhibitor: -1 | PP5 primary: 4.0 | JMJD2C inh: -1 | CTSL1 counter: 5

O=c1oc2cc(O)ccc2c2ccccc12
  ZTA counter: 15 | HCV core dimer: 32 | PP1 counter: -5 | CR mimetic SO: 89 | EBNA-1 inh: 6 | TPT1 inhibitor: 2 | PP5 primary: 4.4 | JMJD2C inh: -5 | CTSL1 counter: 2

Additional compounds follow:
SMILES | ZTA counter | HCV core dimer | PP1 counter | CR mimetic SO | EBNA-1 inh | TPT1 inhibitor | PP5 primary | JMJD2C inh | CTSL1 counter
CCN(CC)S(=O)(=O)c1cccc(C(=O)NCc2ccccc2)c1 | 1 | 0 | -3 | 98 | -1 | 0 | 0.4 | 1 | 0
O=C(COC(=O)CCC(=O)c1cccs1)Nc1ccccc1[N+](=O)[O-] | 19 | -1 | 0 | 113 | -8 | 3 | -0.9 | 0 | -75
Cc1ccccc1N(C(=O)Cc1c[nH]c2ccccc12)C(C(=O)NC1CCCCC1)c1ccco1 (stereo not drawn) | 4 | 6 | 14 | 124 | -11 | 4 | 2.6 | 0 | -2
Cc1c(-n2c(O)c(C3=c4ccccc4=NC3=O)sc2=O)c(=O)n(-c2ccccc2)n1C | 11 | -1 | -2 | 96 | -5 | -1 | 1.4 | -4 | 2
C=CCn1c(N2CCOCC2)nc2c1c(=O)[nH]c(=O)n2C | 8 | 1 | 2 | 90 | -9 | 3 | -1.8 | -5 | -3
CCC(=O)Nc1cccc(C(=O)/C=C/c2ccccc2)c1 | 5 | 1 | -5 | 86 | -1 | 1 | 4.2 | 5 | -3
Cn1cc(Cl)c(-c2nc3ccccc3[nH]2)n1 | -8 | -5 | 1 | 90 | -2 | -1 | 1.5 | 19 | -2
CCOc1ccc(NC(=O)[C@@H]2CCCN2C(=O)c2cccs2)cc1S(=O)(=O)N1CCCCC1 | -19 | x | 1 | 93 | x | x | 1.1 | x | x
Cc1c(Br)cc(C(=O)NC2CCCCC2)c(C)c1C | 0 | 0 | 2 | 89 | 1 | 2 | 4.1 | 0 | -4
Cc1cccc(NC(=O)N2CCC(c3nc4ccccc4o3)CC2)c1 | 6 | -2 | 2 | 95 | 4 | -1 | -1.8 | -6 | -5
CCCCSc1nc2c(cnn2-c2ccc(C)c(C)c2)c(=O)[nH]1 | 11 | 28 | -1 | 104 | 9 | 1 | -1.4 | 6 | 3
O=C(c1cc(N2C(=O)C3C4CCC(C4)C3C2=O)ccc1Cl)N1CCN(c2ccc(F)cc2)CC1 (stereo not drawn) | -17 | -4 | 1 | 88 | -8 | 3 | 3.3 | 14 | -2
Cc1ccc(C)c(NCc2ccccc2CO)c1 | 7 | -4 | -5 | 106 | -8 | 2 | -0.9 | 10 | 0
CCOCCCNC(=O)C(NC(=O)c1ccc(=O)[nH]c1)c1ccccc1 (stereo not drawn) | 22 | 6 | -3 | 93 | -2 | -3 | -1.4 | 0 | 4
O=C(NCCCN1CCN(c2ccccc2F)CC1)C1CCCN(S(=O)(=O)c2cnc[nH]2)C1 (stereo not drawn) | -13 | 6 | -8 | 94 | -14 | -2 | 2.3 | 56 | -4
CC(=C/C(=O)O)/C=C/c1ccc([N+](=O)[O-])cc1 | 3 | -1 | -1 | 94 | -3 | 1 | 4.1 | 3 | 2
CC1CCC(=O)N(CCSc2ccccc2)CC1 (stereo not drawn) | -39 | -14 | 0 | 102 | -3 | -4 | 0.1 | 2 | -3
CCCCn1c(CN2C(=O)c3ccccc3C2=O)nc2ccccc2c1=O | 25 | 41 | -2 | 102 | 32* | -5 | 0.5 | -13 | -2
Cc1ccc(-c2nnc3ccc(SCC(=O)N4CCc5ccccc54)nn23)cc1 | -7 | 0 | -3 | 96 | -10 | -2 | 2.5 | 1 | -1
N/C(=N\OC(=O)CCC1CCCC1)c1cccc([N+](=O)[O-])c1 | 3 | 9 | 0 | 103 | 0 | -2 | -1.4 | 10 | -18
OCC(O)CN1CCCC1 (stereo not drawn) | -7 | -3 | 0 | 119 | 0 | -3 | 2.1 | -1 | -2
Cc1cc(C)nc(Nc2ncc(O)n2-c2ccccc2)n1 | 5 | -19 | -3 | 120 | -26 | 5 | -1.8 | -1 | 0
Cc1ccc(N(CC(=O)NC(C)c2ccccc2)S(=O)(=O)c2c(C)noc2C)cc1 (stereo not drawn) | 0 | -9 | 0 | 99 | 13 | -4 | 2.3 | -2 | 0
CN(C)C(=O)c1noc2cc([N+](=O)[O-])ccc12 | -5 | -1 | -2 | 105 | 1 | -1 | 1.3 | 6 | 1
CC1CC(C)CN(C(=O)c2cccc(N3C(=O)c4ccccc4C3=O)c2)C1 (stereo not drawn) | -7 | x | -4 | 108 | x | x | 0.1 | -2 | x
O=C(COc1cccc2ccccc12)N1CCN(c2ccccc2)CC1 | -13 | 6 | 3 | 94 | -11 | 3 | 2.5 | -4 | -1
[O-][n+]1cccc(C(O)c2ccccc2)c1 (stereo not drawn) | -17 | 2 | 0 | 109 | -13 | 0 | 1.2 | -10 | -6
O=C1COc2ccc(C(=O)COC(=O)CCSc3ccccc3)cc2N1 | 2 | 2 | 2 | 102 | -11 | -3 | -0.3 | 60 | -102
COc1ccccc1N(Cc1ccccc1)S(=O)(=O)c1cccc(C(=O)NC2CC(C)(C)NC(C)(C)C2)c1 | -9 | -5 | -1 | 83 | 3 | -2 | 0.4 | 0 | 6
CC(=O)c1nnn(-c2ccc([N+](=O)[O-])cc2)c1C | 0 | -4 | -3 | 107 | -2 | 0 | 0.1 | -1 | -2
CCOC(=O)C1(Cc2ccc(OC)cc2)CCN(S(C)(=O)=O)CC1 | -1 | -4 | -6 | 93 | -6 | -1 | 2.3 | -5 | -3
CCOC(=O)c1c(C)n(C(=O)c2ccco2)c(=O)n1C(=O)c1ccco1 | 0 | -7 | 0 | 86 | -8 | -4 | 0.6 | 14 | 1
CCOC(=O)CC(=O)CSc1nc2cc(C)ccc2cc1C | 4 | 6 | 1 | 115 | -13 | -9 | 3.7 | -8 | 1
COC(=O)c1[nH]c2ccccc2c1NC(=O)c1c(F)cccc1F | -14 | 4 | -12 | 97 | 4 | -5 | -1.1 | 1 | 0
Cc1cccc2sc(N(CCCN(C)C)C(=O)c3sc4ccccc4c3Cl)nc12 | 3 | 4 | 7 | 94 | -12 | 1 | 2.8 | x | -3
CC1=Nc2ccccc2/C1=C\c1nc(-c2ccccc2)oc1O | 5 | 14 | 3 | 109 | 7 | 80* | 8.3 | 36 | 17*
Cc1ccc(S(=O)(=O)N(CC(=O)N2CCC(C)CC2)c2ccccc2)cc1 | 20 | 3 | 3 | 102 | -6 | -3 | 0.3 | 1 | 0
COc1ccc(S(=O)(=O)N2CCN(c3ccc(F)cc3)CC2)cc1C(=O)N1CCOCC1 | -3 | -11 | -2 | 94 | 5 | -4 | -0.2 | -1 | 0
O=C(Cc1cccc2ccccc12)NCCOc1ccccc1F | 2 | 4 | -4 | 98 | 2 | -1 | 2.0 | -1 | 5
CN(CC(=O)Nc1cccc(F)c1)C(=O)CCNC(=O)c1ccc(Br)cc1 | 2 | 6 | 0 | 94 | 5 | 0 | -1.8 | 3 | 0

Ordered by value in HCV core dimer (descending): 3 of the compounds above.
molecule | HCV core dimer | EBNA-1 inh | TPT1 inhibitor | PP5 primary | JMJD2C inh
CCCC1=C(C(=O)OCC)C(c2ccc(OC)c(CSc3ccccn3)c2)C(C#N)=C(N)O1 (stereo not drawn) | 7 | 17 | -3 | 2.8 | -3
Cc1c(-n2c(O)c(C3=c4ccccc4=NC3=O)sc2=O)c(=O)n(-c2ccccc2)n1C | -1 | -5 | -1 | 1.4 | -4
CC1CCC(=O)N(CCSc2ccccc2)CC1 (stereo not drawn) | -14 | -3 | -4 | 0.1 | 2

Later entries
SMILES | ZTA counter | HCV core dimer | PP1 counter | CR mimetic SO | EBNA-1 inh | TPT1 inhibitor | PP5 primary | JMJD2C inh | CTSL1 counter
CCc1cccc(NC(=O)C2CCN(S(=O)(=O)c3ccc4c(c3)CC(C)N4C(C)=O)CC2)c1 (stereo not drawn) | -6 | 4 | -1 | 102 | -9 | -2 | 4.7 | 1 | 1
NC(=O)C1CCN(C(=O)c2ccc(OCC(=O)Nc3cccc(C(F)(F)F)c3)cc2)CC1 | 3 | 1 | -11 | 87 | -1 | 1 | -0.7 | -4 | -1
Cc1ccccc1NC(=O)Cc1nc(CN(C)CC(=O)Nc2cccc(F)c2)cs1 | -21 | x | 0 | 95 | x | x | 2.9 | 5 | x
Nc1c(Cl)ncnc1N/N=C/c1ccnc2ccccc12 | 2 | -29 | 3 | 77 | 1 | 3 | 2.1 | 6 | 0
CCOc1ccc(CN2CCNC(=O)C2CC(=O)NCC2CCOCC2)cc1 (stereo not drawn) | -2 | -3 | -2 | 102 | 8 | 0 | 0.8 | 2 | 0
CC(C)Oc1ccc(C(CC(=O)NCCCN(C)C)c2ccc(F)cc2)cc1 (stereo not drawn) | -22 | -18 | 2 | 96 | -2 | -1 | 3.1 | -14 | -1
Cc1cc(NC(=O)CCCn2nc(C)c([N+](=O)[O-])c2C)no1 | -8 | 0 | 1 | 106 | 2 | -3 | 0.2 | 2 | -1
CCCc1nc(N2CCN(C)CC2)c2sc(=S)n(-c3ccccc3)c2n1 | 4 | 9 | -14 | 110 | -10 | 4 | 0.8 | 4 | -5
CC(C)(C)c1nnc(NC(=O)NS(=O)(=O)c2ccccc2)s1 | -19 | 0 | -2 | 93 | -21 | 1 | 3.4 | -11 | -1
c1ccn2cc(-c3ccc4c(c3)OCCO4)nc2c1 | -13 | 3 | -1 | 104 | 1 | 1 | -4.0 | -8 | -3
O=S(=O)(c1cccc(Cl)c1)N1CCC(c2nc3ccccc3[nH]2)CC1 | -29 | -1 | 5 | 81 | -8 | -2 | 2.2 | -7 | 14
Cc1noc(C)c1S(=O)(=O)N(CC(=O)N1CCCC1)c1ccc(C(C)C)cc1 | -9 | 3 | -6 | 101 | 6 | -3 | 3.7 | -1 | -1

From PubChem
